Assay outcomes from PubChem.
EWS-Fli block – EWS/Fli-driven NR0B1 reporter inhibitors, primary screen, A673 cells, NR0B1 luciferase, luminescence, MLPCN library | 350,000 tested, 0.67% active | viability-normalised | inhibition, % at 12.6 µM;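 active = mean inhibition of at least 50% after viability correction, with every replicate also passing that limit; inconclusive = mean reaches 50% but only one of two replicates passes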;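 note: firefly luciferase signal divided by Alamar Blue viability fluorescence both relative to DMSO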
F508del corr – F508del CFTR correction, initial screen, CFBE line, single point; CFBE cells, YFP halide quenching; stimulated with forskolin plus potentiator P3; % fluorescence drop versus neutral controls; activity (quench increase), % at 7.58 µM; 350,000 tested, 0.36% active;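 active = mean added fluorescence quench of at least 8% versus neutral control, with both replicates also reaching 8%; inconclusive = only one of the mean or replicate conditions met; inactive = mean below 8% and not both replicates reaching 8%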;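 note: cells transiently co-express mutant CFTR-F508del with the halide-sensitive YFP; corrector assay measuring rescue of mutant channel to the surface after 24 h compound exposure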
PAX8 reporter – inhibitors of PAX8-driven TPO luciferase reporter, primary screen, RMG-I cells, single concentration; 360,000 tested, 1.2% active; SteadyGlo, 24 h; inhibition, % at 12.6 µM; AID 652154, 2013;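 active = mean replicate inhibition at least 60% with every replicate also reaching 60%; inconclusive = only one of the two criteria is met; inactive = mean below 60% and not all replicates reaching 60%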;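 note: luciferase light reporting Pax8 driven TPO promoter activity; plate controls were median of neutral control wells for no effect and mitoxantrone controls for full effect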
Xi reactivation – activators of inactive X chromosome reactivation, primary screen, imaging, XiGFP fibroblasts, GFP high-content imaging, set 2 | activation, % at 7.58 µM | 360,000 tested, 0.055% active | XiGFP mouse fibroblasts, % GFP-positive cells imaging, 3 d; cells co-treated with 5-aza-dC sensitizer; scaled so ellipticine positive control = 100% | AID 743238, 2013;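 active = mean normalized replicate activation at least 10% and every replicate at or above 10%; inconclusive = only one of the two criteria met; inactive = mean below 10% and not all replicates reach 10%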;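 note: 0% = median of on-plate neutral control wells and 100% = ellipticine 6 µM median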
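Assay system: SV40-immortalized XiGFP fibroblast cells, line 68-5-11; buffer or medium: DMEM plus 5-aza-dC sensitizer; compound: one concentration, pinned; timing: compounds 3 days, fix/stain 15 min at room temperature; benchmarks: positive control ellipticine, 6 µM final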
DENV2 CPE – inhibitors of DENV2 cytopathic effect, primary screen, cell-based, plate reader, single concentration; 350,000 tested, 1.7% active; CPE inhibition, % at 9.99 µM; AID 651640, 2012; DENV2-infected cells, cytopathic effect rescue; in the data active = CPE inhibition above about 20%, passing the limit was not always enough; inconclusive = no clear call, values can overlap the other calls; tested in BHK-21 cells;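 note: 0% = median of neutral control wells and 100% = median of positive control wells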
ERp5 inh – inhibitors of ERp5-driven insulin aggregation, primary screen, biochemical, turbidity, absorbance 650 nm, single point; Protein disulfide-isomerase A6 (Homo sapiens), Q15084; 90 min; inhibition, % at 9.99 µM; 350,000 tested, 0.05% active; AID 651711, 2012;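 active = mean replicate inhibition above about 25%, with every replicate also reaching it, limit read from the data, passing the limit was not always enough; inconclusive = only one of those two criteria met; inactive = neither criterion met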
Target sequence (Q15084 whole entry, looked up): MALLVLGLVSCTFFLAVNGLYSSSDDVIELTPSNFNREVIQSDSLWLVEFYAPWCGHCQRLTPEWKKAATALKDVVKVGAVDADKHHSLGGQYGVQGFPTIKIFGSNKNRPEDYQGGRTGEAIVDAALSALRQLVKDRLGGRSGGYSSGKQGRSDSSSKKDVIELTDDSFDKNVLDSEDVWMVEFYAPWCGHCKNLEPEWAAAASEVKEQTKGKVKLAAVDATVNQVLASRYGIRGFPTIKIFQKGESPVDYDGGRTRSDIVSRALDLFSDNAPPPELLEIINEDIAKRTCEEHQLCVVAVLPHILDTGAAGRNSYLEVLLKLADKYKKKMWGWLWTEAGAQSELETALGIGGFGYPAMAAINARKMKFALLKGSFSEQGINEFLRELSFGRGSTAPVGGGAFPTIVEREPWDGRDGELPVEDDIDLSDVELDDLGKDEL
ARNT TACC3 PPI – disruptors of ARNT/TACC3 protein interaction, primary screen, biochemical, AlphaScreen, single concentration; inhibition, % at 9.99 µM; AlphaScreen His-ARNT PAS-B/GST-TACC3 binding, luminescence; TACC3 fragment carries E629A point mutation; Transforming acidic coiled-coil-containing protein 3 (Homo sapiens), Q9Y6A5; 390,000 tested, 0.66% active; AID 623870, 2012;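 active = mean inhibition of replicates at least 50% and at least half of replicates each reaching 50%; inconclusive = half or more replicates reach 50% but mean below 50%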;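 note: 0% = complete ARNT plus TACC3 wells and 100% = ARNT alone without TACC3; many hits fall short of the cut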
INS-1E GSIS act – GLuc luminescence reporter in INS-1E cells, primary screen for activators of glucose-dependent secretion of insulin; INS-1E GLuc reporter insulin secretion, 2-3 h; activation, % at 16.6 µM; 370,000 tested, 0.61% active; AID 743287, 2014;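 active = lowest replicate activation of at least 40%, so every replicate reaches that level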;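 note: 0% = median of neutral control wells and 100% = median of IBMX positive control wells; some compounds called inactive have numbers as strong as hits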
* hit, by the source's call; ? = inconclusive; . = not tested or not shown.

entry	Compound	EWS-Fli block	F508del corr	PAX8 reporter	Xi reactivation
1	O=C(NCCN1C(=O)S/C(=C\c2ccc(F)cc2)C1=O)c1cccc(S(=O)(=O)N2CCOCC2)c1	-43	2.3	-13	0.3
2	COc1ccc(OC)c(NC(=O)CSc2ccc3nnc(-c4ccccn4)n3n2)c1	.	1.9	5	-0.1
3	Fc1ccccc1/C=N/Nc1ncnc2ccccc12	-64	0.6	-148	0.0
4	C[C@@H]1CN([C@@H](C)CO)C(=O)c2cccc(NS(=O)(=O)c3ccc(F)cc3)c2O[C@H]1CN(C)C	9	-1.1	-3	0.1
5	C[C@@H](NC(=O)[C@@H]1[C@@H](CO)[C@@H]2Cn3c(ccc(C4=CCCCC4)c3=O)[C@@H]2N1C)c1ccccc1	10	1.8	10	-0.1
6	CN(C)CC(=O)N1CCCCN2[C@H](C1)[C@@H](c1ccc(-c3cccnc3)cc1)[C@@H]2CO	-17	2.2	-4	-0.1
7	CC(C)NC(=O)N(C)C[C@@H]1Oc2ccc(NC(=O)Cc3cn(C)c4ccccc34)cc2C(=O)N([C@H](C)CO)C[C@H]1C	11	2.0	14	0.2
8	CCOC(=O)c1cc2[nH]c3ccccc3c2[n+](-c2ccc([N+](=O)[O-])cc2)c1C	.	.	-19	0.0
9	C[C@@H]1CCCCO[C@@H](CN(C)CC2CCCCC2)[C@@H](C)CN([C@H](C)CO)C(=O)c2cc(NC(=O)Nc3ccc(C(F)(F)F)cc3)ccc2O1	-11	2.9	-21	0.1
10	Cc1c(C(=O)O)sc(S(=O)(=O)N2CCN(C(=O)CC(C)c3ccccc3)CC2)c1C(=O)O (stereo not drawn)	0	0.5	-2	0.3

entry	DENV2 CPE	ERp5 inh	ARNT TACC3 PPI	INS-1E GSIS act
1	12	-8	-3	20
2	-4	-2	53*	19
3	0	1	14	-6
4	6	4	-1	15
5	-7	1	-3	2
6	10	7	9	16
7	52*	-4	2	9
8	.	.	3	25
9	-2	3	-2	-8
10	1	2	-2	24

Later entries.
entry	Compound	EWS-Fli block	F508del corr	PAX8 reporter	Xi reactivation
11	CCN(CC(=O)Nc1cc(Cl)ccc1C)C(=O)CCc1nc2ccccc2c(=O)[nH]1	-16	0.9	-11	0.0
12	O=C1C2CCCCC2C(=O)N1c1ccc(NC2CCCCC2)c([N+](=O)[O-])c1 (stereo not drawn)	1	.	-4	0.3
13	C[C@@H]1CN([C@@H](C)CO)S(=O)(=O)c2ccc(-c3ccncc3)cc2O[C@H]1CN(C)C(=O)c1cccc(F)c1	2	.	-11	0.1
14	CCOc1ccc(NS(=O)(=O)c2cccs2)cc1S(=O)(=O)N1CCCC1	-5	3.4	13	0.2
15	C[C@H](CO)N1C[C@H](C)[C@H](CN(C)S(=O)(=O)c2ccc(C#N)cc2)Oc2ncc(-c3cc4ccccc4o3)cc2C1=O	2	2.2	.	-0.5
16	C[C@@H]1CCCCO[C@@H](CN(C)S(=O)(=O)c2cn(C)cn2)[C@H](C)CN([C@@H](C)CO)C(=O)c2cc(NC(=O)Nc3cccc4ccccc34)ccc2O1	-1	-0.8	1	0.3
17	C[C@@H]1CCCCO[C@H](CN(C)C)[C@H](C)CN([C@@H](C)CO)C(=O)c2cc(NS(=O)(=O)c3cn(C)cn3)ccc2O1	.	0.5	-19	0.3
18	COc1cccc(-c2nc(NCc3ccccc3)c3ccccc3n2)c1O	21	2.0	10	0.0
19	Cc1ccc(/C=C2/SC(=S)N(CCCC(=O)Nc3cc([N+](=O)[O-])ccc3O)C2=O)cc1	.	1.6	-5	0.0
20	Fc1ccc(C2c3[nH]c4ccccc4c3CCN2CCCn2cccn2)cc1 (stereo not drawn)	14	-0.3	19	-0.1

entry	DENV2 CPE	ERp5 inh	ARNT TACC3 PPI	INS-1E GSIS act
11	-4	3	-1	-12
12	-2	-1	8	-14
13	-1	-7	.	-6
14	2	-4	.	-5
15	-6	-2	8	-18
16	0	-2	15	-4
17	2	-1	-8	11
18	?	3	-4	10
19	0	6	-4	-7
20	9	2	-1	.

(listing goes on)
entry	Compound	EWS-Fli block	F508del corr	PAX8 reporter	Xi reactivation
21	Cc1cc(=O)n2[nH]c(-c3cccc(Cl)c3)cc2n1	-52	-2.2	-115	0.1
22	O=C(CSc1nnc(COc2ccc(Cl)cc2)o1)Nc1ccc(N2CCOCC2)cc1	-23	2.1	17	0.0
23	CCOC(=O)C1(C)CCCCN1C(=O)c1ccoc1 (stereo not drawn)	-7	-5.8	-6	0.0
24	COc1cc(C(=O)Nc2ccncc2)cc(OC)c1OC	-3	-1.1	.	.
25	CC(C)CC#Cc1ccc([C@@H]2[C@@H](CO)N3CCCCN(S(=O)(=O)Cc4ccccc4)C[C@@H]23)cc1	13	-0.2	-21	0.0
26	Cn1c(N)nc2ccccc2c1=O	-14	0.5	-15	-0.1
27	Cc1cccc(NC(=O)CSc2nc(NS(=O)(=O)c3ccccc3)cc(=O)[nH]2)c1	8	2.8	-11	-0.3
28	C[C@@H]1CCCCO[C@H](CN(C)S(=O)(=O)c2ccc(F)cc2)[C@@H](C)CN([C@H](C)CO)C(=O)c2cc(NS(=O)(=O)c3cccs3)ccc2O1	-4	-0.7	-10	-1.1
29	CC(C)(C)c1ccc(C(=O)N2CCN(S(=O)(=O)c3ccc(Br)s3)CC2)cc1	9	0.3	-14	0.4
30	O=S1(=O)CC(NCc2ccccc2)C(Nc2ccccc2)C1 (stereo not drawn)	4	-0.9	.	.

entry	DENV2 CPE	ERp5 inh	ARNT TACC3 PPI	INS-1E GSIS act
21	-7	3	-26	-1
22	4	2	.	16
23	?	-7	.	4
24	3	-3	2	-3
25	22*	3	-9	-5
26	0	-5	.	4
27	1	2	2	19
28	.	-1	-12	0
29	3	-5	-2	-42
30	5	5	-16	5

Continuation.
entry	Compound	EWS-Fli block	F508del corr	PAX8 reporter	Xi reactivation
31	Cc1cc(C(=O)NC2CC(C)(C)Cc3c2cnn3-c2ccccc2)n(C)n1 (stereo not drawn)	.	0.1	0	0.1
32	CC(=O)Nc1ccc(S(=O)(=O)N2CCC3(CC2)CC(=O)c2ccccc2O3)cc1	-2	-2.7	3	0.2
33	CC(C)C[C@@H](CN)NC(=O)c1nc[nH]c1C(=O)N[C@@H](Cc1ccccc1)C(=O)CNC[C@H](C)NC(=O)c1nc[nH]c1C(=O)N[C@@H](C)C(=O)O	-12	-0.3	-14	0.0
34	C(=N\N1CCN(c2ccccc2)CC1)/c1ccccc1	-47	0.9	-132	0.0
35	Cc1cccc(C)c1NC(=O)C1CCCN1S(=O)(=O)c1ccccc1 (stereo not drawn)	4	-2.7	-11	0.0
36	COc1ccc(CC(=O)NCc2n[nH]c(=S)n2C)cc1	5	-0.7	11	0.2
37	Cc1ccc(Nc2cc(-n3cccn3)ncn2)c(C)c1	-90	2.4	.	.
38	Cn1nc2c3ccccc3n(Cc3ccccc3)c2nc1=S	-30	0.8	-40	0.0
39	CC(C)CNC(=O)C1(C)CCCN1C(=O)c1cncc(Br)c1 (stereo not drawn)	-13	3.5	-1	0.1
40	Cc1ccc(S(=O)(=O)Nc2ccc3c(c2)C(=O)N([C@@H](C)CO)C[C@H](C)[C@H](CN(C)C(=O)Nc2c(C)noc2C)OCCCC[C@H](C)O3)cc1	-6	1.5	3	0.0

entry	DENV2 CPE	ERp5 inh	ARNT TACC3 PPI	INS-1E GSIS act
31	-8	3	-1	7
32	-1	1	1	1
33	-1	2	2	4
34	-3	-6	3	-1
35	?	1	-6	28
36	6	-10	3	-9
37	-11	-5	3	18
38	1	1	-4	8
39	26*	0	.	4
40	-9	11	-7	-13

Values by screen from the entries so far:
Entries 33–38 in ERp5 inh read 2, -6, 1, -10, -5, 1
Entries 33–38 in DENV2 CPE read -1, -3, ?, 6, -11, 1
Entries 33–38 in ARNT TACC3 PPI read 2, 3, -6, 3, 3, -4

(listing goes on)
entry	Compound	EWS-Fli block	F508del corr	PAX8 reporter	Xi reactivation
41	CC(C)N(C[C@@H]1[C@@H](c2ccccc2)[C@H](CO)N1S(C)(=O)=O)C(=O)CN(C)C	2	-2.0	15	0.5
42	O=C(CNCc1ccccn1)Nc1cc(S(=O)(=O)N2CCCCC2)ccc1Cl	-6	-3.8	5	-0.2
43	C=CCNC(=O)/C(C#N)=C/c1ccc(C)o1	5	-6.2	1	0.5
44	O=C(Nc1ccc(F)cc1)C(c1cc2ccccc2o1)N1CCN(CC(=O)N2CCCC2)CC1 (stereo not drawn)	4	-0.4	-10	0.0
45	O=C(O)CN1C(=O)/C(=C\C(Br)=C\c2ccccc2)SC1=S	-7	-1.2	1	0.2
46	Cc1ccc(C)c(NC(=O)CSc2nc(C)cs2)c1	0	-1.4	-10	0.1
47	CC1Cc2ccccc2C(CCc2ccccc2)=N1 (stereo not drawn)	1	-3.8	38	0.4
48	Cc1ccc(-c2noc(-c3cc(C(C)(C)C)nn3Cc3ccccc3)n2)cc1	4	-1.2	-1	-0.1
49	CCN(Cc1ccccc1)C(=O)CCS(=O)(=O)c1ccc2c(c1)CCN2C(C)=O	-8	0.6	-5	0.0
50	CCCN(C(=O)COC(=O)c1nc2nccc(C)n2n1)C1CCS(=O)(=O)C1 (stereo not drawn)	-3	4.4	-7	-0.7

entry	DENV2 CPE	ERp5 inh	ARNT TACC3 PPI	INS-1E GSIS act
41	4	8	-10	5
42	4	3	.	-3
43	3	2	-1	-1
44	-16	2	.	-17
45	-4	1	4	-8
46	5	2	.	1
47	18	0	2	39
48	7	-4	.	.
49	-6	1	-7	31
50	2	8	-10	19

(next part)
entry	Compound	EWS-Fli block	F508del corr	PAX8 reporter	Xi reactivation
51	O=C(Nc1ccc(Br)cc1)c1cccc(OC(=S)N2CCOCC2)c1	20	-1.7	1	0.0
52	C=C(Cl)COc1ccc2c(CC)cc(=O)oc2c1	-5	-2.0	.	.
53	C[C@@H]1CN([C@H](C)CO)C(=O)c2cc(NC(=O)Nc3cccc4ccccc34)ccc2O[C@H]1CN(C)Cc1ccc(C(=O)O)cc1	6	-1.9	6	-1.1
54	O=C(CN(Cc1cccs1)S(=O)(=O)c1ccc(S(=O)(=O)N2CCCCC2)cc1)Nc1ccccc1	16	-0.7	42	0.1
55	Cc1ccccc1/C=N/n1c(C2CCCCC2)n[nH]c1=S	5	3.1	6	0.0
56	Cc1ccc(SCC(=O)NCCSCc2ccccc2)cc1	4	.	3	0.0
57	O=C(NC1CCCCC1)c1ccc2c(c1)OCO2	-98	0.8	-160	0.0

entry	DENV2 CPE	ERp5 inh	ARNT TACC3 PPI	INS-1E GSIS act
51	-2	1	2	-33
52	0	1	-10	20
53	7	13	-7	-6
54	-4	-6	5	.
55	-6	0	1	6
56	-1	3	-2	-14
57	?	-14	-4	7
